# Assay outcomes from PubChem BioAssay.
# Wnt bcat act: Wnt/beta-catenin pathway activation; Wnt/beta-catenin reporter cell assay, activator, plate reader; activation, % at 9.35 µM; hit rate 1.2% among 300,000; AID 743398; in the data active = activation above about 30%, passing the limit was not always enough; inconclusive = no clear call, values can overlap the other calls;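 also: 0% = neutral control wells and 100% = positive control wells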
# Active calls of the source: *; ? = inconclusive. An excerpt; rates above refer to the full screens.
# The first 7 entries, to show the layout:
Wnt bcat act	Compound
-4	CC1=C(C(=O)N2CCCCCC2)CC(CC(=O)NC2CCCCC2)C(=O)N1Cc1ccc(F)cc1 (configuration not stated)
-3	CCc1ccc([C@@H]2CC(=O)[C@@H]3CN(S(=O)(=O)c4ccccc4C)[C@H](c4ccc(Cl)cc4)C[C@@H]3N2S(=O)(=O)c2ccc(C)cc2)cc1
-1	COc1ccccc1Cc1c(-c2ccc(F)cc2)nc2cc(C)c(Br)c(C)n12
2	Cc1ccccc1S(=O)(=O)NC(=O)C1(C)CCN1C(=O)c1ccccc1CCc1ccccc1 (configuration not stated)
7	O=S(=O)(c1ccc(C(F)(F)F)cc1)N1CCCc2nc(-c3ccc(F)cc3)ccc21
-1	CC(O)(C(=O)c1ccccc1)c1ccccc1 (configuration not stated)
-2	Nc1sc(Cc2ccccc2)cc1C(=O)NC1CCCCC1

# The whole of this part, from the first entry:
Wnt bcat act	Compound
-4	CC1=C(C(=O)N2CCCCCC2)CC(CC(=O)NC2CCCCC2)C(=O)N1Cc1ccc(F)cc1 (configuration not stated)
-3	CCc1ccc([C@@H]2CC(=O)[C@@H]3CN(S(=O)(=O)c4ccccc4C)[C@H](c4ccc(Cl)cc4)C[C@@H]3N2S(=O)(=O)c2ccc(C)cc2)cc1
-1	COc1ccccc1Cc1c(-c2ccc(F)cc2)nc2cc(C)c(Br)c(C)n12
2	Cc1ccccc1S(=O)(=O)NC(=O)C1(C)CCN1C(=O)c1ccccc1CCc1ccccc1 (configuration not stated)
7	O=S(=O)(c1ccc(C(F)(F)F)cc1)N1CCCc2nc(-c3ccc(F)cc3)ccc21
-1	CC(O)(C(=O)c1ccccc1)c1ccccc1 (configuration not stated)
-2	Nc1sc(Cc2ccccc2)cc1C(=O)NC1CCCCC1
-3	COc1cccc(S(=O)(=O)Nc2ccc3c(c2)C(=O)N(C)C[C@H](OC)[C@H](C)CN(Cc2ccccc2F)[C@@H](C)CO3)c1
-6	CCCCC[C@@H](C)N1C[C@H](COCc2ccccc2)Oc2cc(N3CCC[C@@H]3CO)ccc2S1(=O)=O
-1	CCc1nc2c(OCc3ccc(C#N)cc3)cccn2c1N(C)C(=O)c1cccs1
0	Cc1ccc(Cc2c(-c3cccc(Cl)c3)nc3ccc(C)cn23)cc1
2	CCOC(=O)N(C)c1c(CC)nc2c(OCc3ccc(OC(F)F)cc3)cccn12
1	CCCCNC(=O)C1(C)CCCCN1C(=O)c1cc(C#N)cs1 (configuration not stated)
-2	CCc1ccc(C(O)c2ncc(-c3cccc(F)c3)[nH]2)cc1 (configuration not stated)
-1	COc1ccc(C)cc1NC(=O)c1cnc2sccn2c1=O
-1	Cc1ccccc1S(=O)(=O)N1CCCc2nc(C)c(C)cc21
-3	O=C(NCCN1CCC(n2c(=O)[nH]c3ccccc32)CC1)c1cc(F)cc(F)c1
-18	C=CCN=C1NC(c2cccc(Cl)c2)C(C(=O)OC)=C(C)N1Cc1ccc(C(F)(F)F)cc1 (configuration not stated)
0	COc1cccc(-c2cc3nc(NCCCN(C)C)n(C)c(=O)c3s2)c1
0	C[C@H](CO)N1C[C@H](C)[C@@H](CN(C)C(=O)c2ccc(N3CCN(C)CC3)cc2)OCc2cnnn2CCCC1=O
-2	O=C1Nc2ccccc2-n2nnnc2C1N1CCCN(Cc2ccc(F)cc2)CC1 (configuration not stated)
7	Cc1ccc(/C=C2\SC(N3CCCC3)=NC2=O)cc1
-1	CCOC(=O)c1noc2c1CCC2
0	Cc1nc(NC(=O)C(C)(C)C)sc1C(=O)Cn1cc(-c2ccc(C(C)(C)C)cc2)nn1
-2	CO[C@@H]1[C@@H](OC(N)=O)[C@@H](O)[C@H](Oc2ccc3c(O)c(NC(=O)c4ccc(O)c(CC=C(C)C)c4)c(=O)oc3c2C)OC1(C)C
0	CCCS(=O)(=O)NC(=O)C1(C)CCCN(C(=O)c2ccc(SC(F)(F)F)cc2)C1 (configuration not stated)
-7	COc1ccc(-n2nnnc2C(CCc2ccccc2)N2CCN(C/C=C/c3ccccc3)CC2)cc1 (configuration not stated)
-2	O=c1c(-c2ccco2)nc2ccccc2n1C(CCc1ccccc1)c1nc2ccccc2[nH]1 (configuration not stated)
-2	CC(C)CC1NC(=O)c2ccccc2-n2c1nc1ccc(F)cc1c2=O (configuration not stated)
-7	COC(=O)c1cccc(C23CC4(C2)[C@H](CN(Cc2ccc(C(F)(F)F)cc2)[C@@H]4c2ccccc2)C3c2ccc(C(F)(F)F)cc2)c1 (some centres not stated)
-1	CC(=O)N1CCc2cc(NC(=O)C3(C)CCN3Cc3ccc(C(C)C)cc3)ccc21 (configuration not stated)
-2	C[C@H]1CNC(=O)c2c(C(=O)N3CCN(C(=O)OC(C)(C)C)CC3)ncn21
5	COC(=O)C1=C(C)N(Cc2ccccc2C(F)(F)F)C(=NCc2ccc(C(F)(F)F)cc2)NC1c1ccccc1 (configuration not stated)
-1	Cc1ccc(NC(=O)C2(C)CCN2Cc2ccccc2OC(F)F)cc1 (configuration not stated)
-1	CC=CCn1c(SCCCc2ccccc2)nc2c1c(=O)[nH]c(=O)n2C
-4	Cc1ccccc1NC(=O)Nc1nc(CN(C)C)cs1
-3	Nc1ccn([C@@H]2O[C@H](C(=O)N[C@H]3CCCCNC3=O)[C@@H](O)[C@H]2O)c(=O)n1
3	OC(c1ccc(Cl)c(F)c1)c1ncc(-c2ccccc2C(F)(F)F)[nH]1 (configuration not stated)
-2	CC(=O)c1cccc(NC(=O)C2Cc3c(-c4ccc5c(c4)OCO5)ccnc3O2)c1 (configuration not stated)
2	CC(=O)Nc1cc(-c2cccc(NS(C)(=O)=O)c2)cn2c(-c3ccc(F)c(Cl)c3)cnc12
-2	COC(=O)[C@]12C[C@H](CC(=O)NCc3cccs3)C(=O)N(Cc3ccc4c(c3)OCO4)C1=C[C@H](C(C)(C)C)O[C@@H]2C
-6	CCCCCCN1CCN(C2CN(Cc3cn(Cc4ccc(F)cc4)nn3)S(=O)(=O)C2)CC1 (configuration not stated)
2	CN(C)c1ccc(NC(=O)Nc2ccc3c(c2)c(=O)n(C)n3Cc2ccc(Cl)cc2)cc1
-3	Cc1ccc(-c2nc3c(Cl)cc(C(F)(F)F)cn3c2Cc2ccccc2C(F)(F)F)cc1
-3	CCCCNC(=O)C(NC(=O)c1cccc(C(F)(F)F)c1)C(=O)c1ccccc1 (configuration not stated)
-1	Nc1nc(CSc2nnnn2-c2ccccc2)nc(Nc2ccccc2)n1
0	Nc1nc2c(ncn2[C@@H]2O[C@H](CNS(=O)(=O)N3CCCC3)[C@@H](O)[C@H]2O)c(=O)[nH]1
-1	Cc1ccc(S(=O)(=O)N2CCC(=O)N([C@H](COCc3ccc(Cl)cc3)Cc3ccccc3)CC2)cc1
-2	O=C1N(c2ccccc2)c2ccccc2[C@]12C[C@H](O)CO2
4	Cc1ccsc1C(=O)N1CCC1(C)C(=O)NCC(C)(C)C (configuration not stated)
-3	CCNC(=O)C1(C)CCCN(C(=O)c2cc(OC)ccc2Br)C1 (configuration not stated)
-3	CC(C)n1c(=O)c2ccccc2n1Cc1cn(Cc2ccccc2)nn1
0	COCCCNC(=O)C[C@H]1C[C@@]2(C(=O)OC)C(=C[C@H](C3CCCC3)O[C@@H]2C)N(Cc2ccccc2)C1=O
-1	CCOC(=O)[C@]12CCCC=C1N(Cc1cccc3ccccc13)C(=O)[C@H](CC(=O)N1CCOCC1)C2
0	COc1cccc(C(=O)N[C@H](C(=O)N2CCC[C@H]2C(=O)NCc2ccccc2)c2ccccc2)c1
-4	CC(C)C[C@H]1CNC(=O)C(=O)N1CC1CCN(CCc2ccccc2)CC1
1	O=C(N[C@H](C(=O)N1CCC[C@H]1C(=O)NCc1ccccc1)c1ccccc1)C1CCCC1
-4	COc1ccc(NC(=O)c2sc(=O)n(Cc3cccc(C(F)(F)F)c3)c2C)cc1OC
-2	Cc1ccc(S(=O)(=O)N2[C@H](CC(=O)OCc3ccccc3)OC[C@@H]2C)cc1
-1	CCCCNC(=O)c1cnc(Cc2c[nH]c3ccccc23)c(I)c1

# Two entries from above, set out differently.
SMILES: COCCCNC(=O)C[C@H]1C[C@@]2(C(=O)OC)C(=C[C@H](C3CCCC3)O[C@@H]2C)N(Cc2ccccc2)C1=O
  Wnt bcat act = 0

SMILES: Nc1nc2c(ncn2[C@@H]2O[C@H](CNS(=O)(=O)N3CCCC3)[C@@H](O)[C@H]2O)c(=O)[nH]1
  Wnt bcat act = 0

# Ordered by heavy-atom count (lowest first): some entries from above
Wnt bcat act	Compound
-3	CCNC(=O)C1(C)CCCN(C(=O)c2cc(OC)ccc2Br)C1 (configuration not stated)
0	COc1cccc(C(=O)N[C@H](C(=O)N2CCC[C@H]2C(=O)NCc2ccccc2)c2ccccc2)c1
-1	CCOC(=O)[C@]12CCCC=C1N(Cc1cccc3ccccc13)C(=O)[C@H](CC(=O)N1CCOCC1)C2

# (further entries)
Wnt bcat act	Compound
-2	CC1=C(C(=O)N(C)C)CC(CC(=O)NCc2cccc3ccccc23)C(=O)N1Cc1ccc(F)cc1 (configuration not stated)
-1	CC(=O)Nc1cccc(-c2csc(C(O)c3ccc(F)cc3)n2)c1 (configuration not stated)
3	CCCc1ccc2c(C)cccc2n1
-6	Cc1ccc2nc3n(c(=O)c2c1)-c1ccc(Cl)cc1C(=O)NC3CC(C)C (configuration not stated)
-4	CCOC(=O)[C@]12CCCC=C1N(Cc1ccc3c(c1)OCO3)C(=O)[C@H](CC(=O)NCC1CCCCC1)C2
0	OC(c1ccccc1)(c1ccccc1)C1CCN(CCCOc2cccnc2)CC1
-1	CCC(=O)N1Cc2cc(C(=O)N(C)C)nc(-c3cccc(-c4cncnc4)c3)c2[C@@H]1CCO
-1	NC(COCc1ccccc1)c1csc(Nc2ccc(C(=O)NCCO)cc2)n1 (configuration not stated)
-1	CCc1nc2ccc(C(=O)NCCCn3ccnc3)cn2c1N(C)C(=O)C1CCCCC1
-3	Cc1ccc(OCc2nc3ccccc3n2C(C)C(=O)Nc2c(C)cccc2C)cc1 (configuration not stated)
-3	Cc1cc(Cl)ccc1OCc1nc(-c2ccncc2)no1
-1	CCOC(=O)C1CCCN(C(=O)c2ccccc2OC(F)(F)F)CC1 (configuration not stated)
7	CCCCN(C)C(=O)c1sc(=O)n(CC(=O)c2ccccc2OC)c1C
-2	COC(=O)c1cccc(CC2(C)C(=O)Nc3ccc(OC(F)(F)F)cc32)c1 (configuration not stated)
-12	COC(=O)[C@@]1(Cc2ccc(F)cc2)[C@H]2c3cc(C(=O)N4CCCC4)n(Cc4ccc(Cl)c(C(F)(F)F)c4)c3C[C@H]2CN1C(=O)c1ccccc1
19	COc1cccc(C(O)c2nc(-c3ccc(N(C)C)cc3)cs2)c1 (configuration not stated)
-2	COc1cc(OC)nc(Nc2nc(C(N)Cc3ccc(Cl)cc3)cs2)n1 (configuration not stated)
-2	O=C1C=C(c2cccc3c2Oc2ccccc2S3)C[C@@H](c2ccc3c(c2)OCO3)C1
-5	CCCCOCC1CN(CCCC)S(=O)(=O)c2c(cccc2Sc2ccc(OC)c(OC)c2)O1 (configuration not stated)
-4	NC(=O)c1ccc(Nc2nc(C(N)COCc3ccccc3)cs2)cc1 (configuration not stated)
-8	CC1(C(=O)NCc2cccc(Cl)c2)Cc2c(-c3ccc(C(N)=O)cc3)ccnc2O1 (configuration not stated)
-28	COC(=O)C1=C(C)N(Cc2ccc(C(F)(F)F)cc2)C(=NCc2ccccc2)NC1c1cccc(Cl)c1 (configuration not stated)
-1	Cc1cc(=O)[nH]c(NN=C2CCCCC2C)n1 (configuration not stated)
-2	C[C@@H](C(=O)NCc1ccc(S(C)(=O)=O)cc1)[C@H]1C[C@]1(C)[C@H](NC(=O)OCc1ccccc1)c1ccccc1
4	FC(F)(F)c1cc(Cl)c2nc(-c3ccccc3)c(Cc3ccsc3)n2c1
-1	COC(=O)C[C@H]1C=C[C@@H](NC(=O)Cc2cccnc2)[C@@H](CO)O1
-23	NC(Cc1ccc(Cl)cc1)c1csc(Nc2ccc(-c3ccccc3)nn2)n1 (configuration not stated)
0	CCOC(=O)C1(C)CCCN(C(=O)c2cccc(C(F)(F)F)c2)C1 (configuration not stated)
-5	Cc1ccc(F)c(S(=O)(=O)NC(=O)C2(C)CCN2C(=O)c2ccc(C(F)(F)F)nc2C)c1 (configuration not stated)
-2	CCOC(=O)C1=CCC2C(=O)N(Cc3ccccc3)C(=O)C12 (configuration not stated)
4	CCN(CC)S(=O)(=O)c1cc([N+](=O)[O-])ccc1NNC(=O)Nc1ccccc1
11	CCc1ccc(C(O)c2ncc(-c3ccccc3F)[nH]2)cc1 (configuration not stated)
3	COc1cccc(-c2cc(CNC(=O)[C@H]3O[C@@H](n4ccc(=O)[nH]c4=O)[C@H](O)[C@@H]3O)no2)c1
8	c1ccc(-c2ccc3cnccc3n2)cc1
?	CC(=O)c1sc(Nc2ccc3c(c2)OCO3)nc1C
3	O=C1C(=Cc2ccc(F)cc2)CCc2ccccc21
-2	CC(=O)NC(C)(c1ccccc1)c1nc(-c2cccc(C(F)(F)F)c2)cs1 (configuration not stated)
-7	O=C1NC[C@H](CCCCN2C[C@H](Cc3ccc(O)cc3)N(CCC3CCCCC3)C(=O)C2=O)N(CCc2ccccc2)C1=O
0	COc1ccc(C(O)c2nc(-c3ccccc3C)cs2)cc1 (configuration not stated)
-1	Cc1cccc(C)c1NC(=O)C(c1ccncc1)N1CCN(CCN(C)C)CC1 (configuration not stated)
-2	Cc1[nH]nc2c1C(c1ccc(F)cc1)N(Cc1ccccc1)C2=O (configuration not stated)
-6	C[C@@H]1ON(C)[C@H]2C[C@H]3c4[nH]c5c(-c6cc(Cl)cc(Cl)c6)cccc5c4CCN3C(=O)[C@@H]12
-2	Cc1ccc(-c2nc3ccccc3n2C(C(=O)NC(C)(C)C)C2CC2)cc1 (configuration not stated)
0	Cc1cc(C)n2c(Nc3c(C)cccc3C)c(CC(C)C)nc2n1
-1	Nc1[nH]c(C(=O)c2ccc(Br)cc2)c(-c2ccc(F)cc2)c1C(=O)NCCc1c[nH]c2ccccc12
0	CSc1ccc(OC2(C)CCN(Cc3ccc(C(C)C)cc3)C2)cc1 (configuration not stated)
1	FC(F)(F)c1cccc(-c2cncc(N3CCN(CCN4CCCC4)CC3)n2)c1
-3	CC(C)N(C)c1ncnc2c1ncn2[C@H]1CN(Cc2ccccc2)C[C@@H](CO)O1
1	COc1ccc(C(=O)C[C@@H]2OC3CCCCC3N2S(=O)(=O)c2ccc(C)cc2)cc1OC (some centres not stated)
0	CC(C)NC(=O)C1(C)CCN1C(=O)c1c(F)cccc1F (configuration not stated)
